Bioassay records from PubChem.
IDE act = activators of human insulin-degrading enzyme in cells | HEK cells, FAbeta-B cleavage, fluorescence polarization; 0% vehicle, 100% cell-free pure enzyme wells | P14735 | 340,000 tested, 0.073% active | activation, % at 5.96 µM;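 active means activation above the mean of all tested compounds plus 3 SD, set per screening campaign, cut at about 17% in these data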
PHOSPHO1 inh = inhibitors of human PHOSPHO1 phosphatase; 290,000 tested, 1.1% active; Q8TCT1; inhibition, % at 13.3 µM; recombinant PHOSPHO1, absorbance phosphatase assay; in the data active means inhibition above about 60%
pCIP destab = compounds decreasing mouse p/CIP protein stability; decrease of EGFP signal, % at 10 µM; F442A p/CIP-EGFP cells, EGFP fluorescence, 16 h; 290,000 tested, 0.01% active; AID 1984; Q05BA5;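 active means EGFP signal decrease of at least 30% at 10 µM or well 3 SD below plate mean, unless failing retest; inactive means the rest, including hits failing retest or dose response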; further: some compounds called inactive have numbers as strong as hits; many of its hits are not listed in these tables
CRFR2-BP ag = CRF-BP/CRF-R2 complex agonism; activation, % at 13.2 µM; AID 588473; 350,000 tested, 0.46% active; HEK293 CRF-R2/CRF-BP, calcium dye fluorescence (FLIPR); percent of saturating CRF peptide response;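 active means activation of at least 50%, plus an integration ratio under a set limit after plate pattern correction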;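 further: plate controls were neutral control wells without compound for no effect and CRF at EC100 for full effect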
CHRM4 PAM = positive allosteric modulators of human muscarinic M4 receptor; P08173; CHO-K1 hM4/Gqi5, Fluo-8 calcium fluorescence, ACh EC20; 0% = ACh EC20, 100% = maximal ACh; 360,000 tested, 0.4% active; activation, % at 3 µM;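 active means activation above its plate's cutoff, the mean activation of sample wells plus 3 SD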; further: some results filed as inactive read as strong as hits
GalR3 antagonist = human GalR3 antagonism; O60755; HEK293 GalR3-CNG cAMP membrane potential fluorescence; galR3 body fused to GalR1 C-terminus; 360,000 tested, 0.44% active; AID 651719; inhibition, % at 3 µM;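 active means inhibition above the screen-wide average plus 3 SD, cut at about 13% in these data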;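 further: forskolin and galanin both at EC90 stimulate the cells; cAMP rise reported by CNG channel membrane potential dye signal; 0% = forskolin plus galanin with DMSO and 100% = forskolin alone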
Target sequence (O60755 1-299 limits assumed): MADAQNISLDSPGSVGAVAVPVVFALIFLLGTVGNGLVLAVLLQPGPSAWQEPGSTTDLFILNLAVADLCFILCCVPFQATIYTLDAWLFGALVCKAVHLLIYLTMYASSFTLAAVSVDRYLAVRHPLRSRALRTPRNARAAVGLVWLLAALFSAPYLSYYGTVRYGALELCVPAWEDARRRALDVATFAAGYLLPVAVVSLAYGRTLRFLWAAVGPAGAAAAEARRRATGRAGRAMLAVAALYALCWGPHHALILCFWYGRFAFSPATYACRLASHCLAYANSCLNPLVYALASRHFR
IDE cell inh = inhibitors of human insulin-degrading enzyme in cells | P14735 | HEK cells, FAbetaB cleavage, fluorescence polarization | inhibition, % at 5.59 µM | 320,000 tested, 0.41% active | AID 434962;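 active means percent inhibition above the average of all tested compounds plus 3 SD, set per screening campaign, cut at about 16% in these data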;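 further: IDE supplied by intact live HEK cells; FP after avidin binding of uncleaved biotin substrate so inhibition keeps polarization high; 0% = DMSO wells and 100% = 60 µM reference IDE inhibitor Ii1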
MEKK3 PB1 HTS = raises or lowers MEK5 binding to the human MEKK3 PB1 domain | Q99759 | bead-based flow cytometry, Alexa488-MEK5 binding to MEKK3; actives lie on both sides; 0 = blocked by unlabeled MEK5, 100 = vehicle | binding response (% of control), % at 10 µM | 290,000 tested, 1.4% active | AID 1529;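 active means binding response more than 3 SD above or below the average of its plate-row segment, actives on both sides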;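 further: Alexa488 bead fluorescence after subtracting the streptavidin-only scavenger bead signal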
Target sequence (Q99759 whole entry, looked up, the tested form may be a part): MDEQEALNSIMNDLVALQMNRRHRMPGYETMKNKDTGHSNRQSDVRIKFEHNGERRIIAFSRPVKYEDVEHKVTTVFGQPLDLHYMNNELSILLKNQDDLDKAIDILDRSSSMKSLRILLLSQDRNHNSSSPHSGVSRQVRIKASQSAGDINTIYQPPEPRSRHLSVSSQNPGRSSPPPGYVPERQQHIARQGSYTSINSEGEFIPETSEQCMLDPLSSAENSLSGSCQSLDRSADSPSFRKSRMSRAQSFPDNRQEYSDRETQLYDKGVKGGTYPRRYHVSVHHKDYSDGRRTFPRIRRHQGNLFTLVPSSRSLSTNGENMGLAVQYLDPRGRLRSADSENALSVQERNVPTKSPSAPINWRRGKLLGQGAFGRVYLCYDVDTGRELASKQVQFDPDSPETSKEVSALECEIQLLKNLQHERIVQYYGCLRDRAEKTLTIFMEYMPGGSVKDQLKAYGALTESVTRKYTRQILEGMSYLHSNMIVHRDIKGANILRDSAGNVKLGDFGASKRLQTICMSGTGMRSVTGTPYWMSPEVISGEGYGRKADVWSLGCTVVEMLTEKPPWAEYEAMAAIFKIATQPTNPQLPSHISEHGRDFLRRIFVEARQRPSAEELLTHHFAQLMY
CRFBP-R2 block = CRF-BP/CRF-R2 complex antagonism; 350,000 tested, 0.59% active; HEK293 CRF-R2/CRF-BP, CRF-induced calcium fluorescence; inhibition, % at 11.8 µM;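 active means inhibition of the ligand-induced calcium signal above about 50% at the single tested concentration, limit read from the data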
The depositor's hits bear a star; . = no result given.

cpd	canonical_smiles	GalR3 antagonist	CHRM4 PAM	CRFBP-R2 block	pCIP destab	IDE cell inh	CRFR2-BP ag	MEKK3 PB1 HTS	PHOSPHO1 inh	IDE act
1	CC1CCCCC1NC(=O)Cc1ccc(S(=O)(=O)N2CCOCC2)s1 (stereo unspecified)	-1	-3	3	.	0	-0.6	.	.	2
2	O=C(O)CCc1nc2cc(Cl)ccc2n(Cc2ccccc2)c1=O	-5	7	-5	-6	1	0.4	104	32	5
3	Cc1ccc(/C=C/C(=O)N2CCCC(C)C2)cc1 (stereo unspecified)	-6	7	-6	-15	9	-1.9	94	-34	-3
4	COc1ccc(Br)cc1CN1CCN(c2ncccn2)CC1	-5	-10	9	.	2	-0.7	.	.	4
5	CCOc1ccc(Br)cc1S(=O)(=O)Nc1cccc(S(=O)(=O)N2CCOCC2)c1	1	-2	8	.	.	-0.2	.	.	0
6	Cn1c(NCc2ccco2)nc2c1c(=O)n(Cc1ccc(Cl)c(Cl)c1)c(=O)n2C	0	7	37	-12	3	-1.1	101	-4	2
7	Cc1ccc2oc(C(=O)N(Cc3ccc(N(C)C)cc3)CC3CCCO3)c(C)c2c1 (stereo unspecified)	-9	-6	0	5	-8	3.6	102	24	3
8	C=CCNC(=O)CC1Nc2c3ccccc3nc(=S)n2C1=O (stereo unspecified)	0	-3	-9	13	4	1.1	98	42	-5
9	CC(C)C[C@H](NC(=O)[C@@H]1O[C@H]1C(=O)O)C(=O)NCCCCN=C(N)N	.	-4	2	0	-2	-1.8	108	8	-2
10	NCCNc1ccc([N+](=O)[O-])c(NC2CC2)c1	-6	-3	-17	16	1	-1.2	95	-18	5
11	COC(=O)c1ccc(C(=O)OC)c(=O)[nH]1	-10	0	0	2	-7	-1.4	82	40	1
12	COC(=O)CNC(c1ccccc1)c1cc(Cl)ccc1NC(=O)c1cccc(Cl)c1 (stereo unspecified)	-5	-23	-29	-5	9	-1.4	102	-11	3
13	Cc1cc(C)c2c(n1)SCC(=O)N2CC(=O)Nc1ccc(C)c(C)c1	-2	1	26	2	1	0.3	103	-4	-4
14	O=C(c1cc(-c2ccccn2)nc2c(Cl)cccc12)N1CCN(S(=O)(=O)c2ccccc2)CC1	-3	-1	-17	-1	1	2.8	104	10	1
15	O=C(CN(Cc1ccc(F)cc1)C(=O)CNS(=O)(=O)c1ccc(F)cc1)NCC1CCCO1 (stereo unspecified)	-2	-10	15	-6	-5	-1.4	105	32	5
16	O=C(NC1CCCC1)C(c1ccccc1)N(C(=O)c1ccco1)C1CCCC1 (stereo unspecified)	-2	-9	-11	-25	6	4.1	104	-26	0
17	CCOc1ccccc1NC(=O)CCNS(=O)(=O)c1cccc2nsnc12	0	0	0	0	-4	-1.2	98	32	7
18	COc1ccc(CCNC(=O)c2cccc(Br)c2)cc1OC	-6	-2	1	12	3	-0.1	104	-15	2
19	O=C(CN1CCN(C(=O)c2ccc(OCc3cn4ccccc4n3)cc2)CC1)Nc1cccc(F)c1	-7	-6	15	.	4	0.8	.	.	5
20	O=C(CC1C(=O)NCCN1C/C=C/c1ccccc1)NCCc1cnccn1 (stereo unspecified)	-2	3	0	-4	1	-7.2	101	15	9
21	CC1(C)CC(=O)C=C(NNC(=O)c2ccccc2)C1	-3	-5	10	-25	1	-1.2	89	-9	4
22	Cc1ccc(/C=N/NC(=O)C(NC(=O)c2ccccc2)c2n[nH]c(=O)c3ccccc23)cc1 (stereo unspecified)	-2	2	-45	-10	-1	11	98	14	-9
23	Cc1nc(Nc2cccc(C(C)O)c2)c2nnn(Cc3ccc(F)cc3)c2n1 (stereo unspecified)	-7	-9	-1	-1	2	-0.7	98	-8	-5
24	Cc1ccc(CCC(=O)Nc2ncc(Cc3cccc(Cl)c3Cl)s2)o1	-2	-3	9	-8	4	-2.3	97	-12	1
25	CCCc1cc(-c2n[nH]c(=S)n2Cc2ccccc2)cs1	2	-2	23	-3	8	-1.3	107	83*	-14
26	C=CC1CN(CC(=O)OC)S(=O)(=O)c2ccccc21 (stereo unspecified)	-3	1	4	4	6	1.6	87	36	-2
27	Cc1c(NC2=NC3(CCCCC3)Cc3ccccc32)c(=O)n(-c2ccccc2)n1C	0	10	28	-4	7	-1.5	107	-18	5
28	CC(C)CN1CCNC(=O)C1CC(=O)NCCc1cnn(-c2ccccc2)c1 (stereo unspecified)	-4	9	5	-2	1	-0.8	105	35	3
29	CC(C)n1c(SCC(=O)Nc2ccccc2N2CCCCC2)nc2c1c(=O)n(C)c(=O)n2C	-9	-2	7	-10	3	0.4	100	22	4
30	COc1ccc(CN2CC(C(=O)NCCCN3CCCC(C)C3)CC2=O)cc1 (stereo unspecified)	-6	8	-10	1	0	1.0	104	51	1
31	O=C(c1ccc(S(=O)(=O)N2CCOCC2)cc1)N(c1ccccn1)C1CCCCC1	-6	-4	1	-9	4	0.9	84	32	5
32	COc1cc(/C=C/C(=O)OCC(=O)Nc2sc3c(c2C#N)CCC(C)C3)ccc1OCC#N (stereo unspecified)	-5	1	-25	-12	2	4.2	93	-61	4
33	Cc1cc(C)cc(NS(=O)(=O)c2c(C(=O)N3CCCCCC3)c(C)n(C)c2C)c1	-1	6	-14	-10	5	0.9	92	15	3
34	Cc1c([C@H]2[C@@H](CC#N)C2(C)C)c2ccccc2n1C	-4	-1	11	-18	4	-0.3	86	-14	-3
35	O=C(N/N=C/c1c(Cl)cccc1Cl)C(=O)NC1CC1	1	-4	-5	14	-4	0.2	99	19	2
36	O=C(Nc1cnccn1)C1c2ccccc2Oc2ccccc21	-5	-2	13	2	-3	2.5	100	-3	-3
37	Cc1ccc(-c2c(C(=O)N3CCOCC3)oc(=O)c3ccccc23)cc1	4	-3	20	-17	-1	0.6	105	11	-1
38	O=C(C1CC1)N1CCN(c2ccnc3cc(Cl)ccc23)CC1	-2	-7	-14	3	22*	-1.4	108	47	-31
39	O=C(CSc1ncccn1)N/N=C/c1cccc([N+](=O)[O-])c1	-6	-7	-4	3	0	-0.3	100	13	4
40	Cc1ccc(Cl)cc1NC(=S)N(CCN(C)C)C(C)c1ccccn1 (stereo unspecified)	-4	-3	7	-2	-2	-0.3	102	-30	8
41	COc1ccc(Nc2ncc(C(=O)N3CCN(c4ccccc4OC)CC3)c3ccccc23)cc1	-4	-11	0	4	-7	1.7	106	-8	8
42	O=C(OCC#CCSc1nc2ccccc2o1)c1cc2ccccc2o1	-1	9	13	2	2	7.7	103	-8	-2
43	CN1CCN(C(=O)C2=C[C@H](c3csc4ccccc34)C[C@H](OCCCCO)O2)CC1	-5	10	-36	-2	1	1.0	71	48	-2
44	CCNC(=S)NNC(=O)c1csc(CC)c1	1	3	16	-25	2	-0.3	97	17	1
45	Cc1c(NC(=S)NC(NC(=O)C(C)C)C(Cl)(Cl)Cl)c(=O)n(-c2ccccc2)n1C (stereo unspecified)	-11	1	0	-4	-1	0.1	103	7	7
46	COc1ccc(CCNc2cc(C)nc3c(-c4ccccc4)c(C)nn23)cc1OC	-1	1	8	-3	-1	-3.0	106	4	3
47	COc1ccccc1/C=N/NC(=O)c1nnn(-c2nonc2N)c1CN(C)c1ccccc1	-8	-12	19	3	0	-0.1	99	-4	7
48	COc1ccc(/C=N/NC(=O)CSc2ccccc2)cc1OC	0	2	-61	2	8	1.5	103	-6	7
49	Cc1cc(C)c(OCCOCCN2CCNCC2)c(C)c1	-3	2	21	-3	-3	11	108	15	1
50	C[C@H]1COC(=O)CC/C=C\C[C@H](CC(=O)N(CCO)Cc2ccccc2)C(=O)N1	0	13	10	.	5	-0.4	.	.	6

Two entries picked at random from the list so far, as already listed:
cpd	canonical_smiles	GalR3 antagonist	CHRM4 PAM	CRFBP-R2 block	pCIP destab	IDE cell inh	CRFR2-BP ag	MEKK3 PB1 HTS	PHOSPHO1 inh	IDE act
48	COc1ccc(/C=N/NC(=O)CSc2ccccc2)cc1OC	0	2	-61	2	8	1.5	103	-6	7
32	COc1cc(/C=C/C(=O)OCC(=O)Nc2sc3c(c2C#N)CCC(C)C3)ccc1OCC#N (stereo unspecified)	-5	1	-25	-12	2	4.2	93	-61	4

The listing continues:
cpd	canonical_smiles	GalR3 antagonist	CHRM4 PAM	CRFBP-R2 block	pCIP destab	IDE cell inh	CRFR2-BP ag	MEKK3 PB1 HTS	PHOSPHO1 inh	IDE act
51	CC(=O)c1ccc(NC(=O)c2ccc([N+](=O)[O-])o2)cc1	-10	2	3	-6	.	-0.7	103	29	5
52	CCOc1ccc(N(C)S(=O)(=O)c2ccc(-c3cc(C)no3)s2)cc1	-5	-7	6	8	3	0.4	99	54	4
53	CCOC(=O)C1=CN(Cc2cccc(F)c2)S(=O)(=O)N(C)C1c1cccc(OC)c1 (stereo unspecified)	-5	2	13	.	.	1.7	.	.	2
54	O=C(NN1CCOCC1)c1cccc(Cl)c1	-1	-2	2	-4	-1	-0.4	98	28	5
55	O=S(=O)(NCc1ccccn1)c1cccc2nsnc12	3	6	-6	6	-1	0.3	85	5	-1
56	Cc1c(NS(=O)(=O)c2ccc(Br)s2)c(=O)n(-c2ccccc2)n1C	-2	1	-15	-3	5	-0.5	108	12	0
57	CC12CCC(C(=O)N(Cc3ccccc3)Cc3ccccc3)(OC1=O)C2(C)C (stereo unspecified)	-2	-5	10	-4	3	0.6	103	5	4
58	O=C(Cn1cnc2c(nnn2Cc2ccc(F)cc2)c1=O)Nc1cccc(F)c1	-2	-3	10	-16	4	-0.6	108	11	1
59	COc1ccc(C2CCCCCN2C(=O)C2CCN(S(=O)(=O)c3ccc(C)cc3)CC2)cc1 (stereo unspecified)	-5	-4	3	.	.	0.0	.	.	.
60	O=C(CN1C(=O)COc2ccccc21)N1CCCC1	-8	-4	-7	-17	1	0.7	110	-19	1
61	CC(C)[C@H](NC(=O)c1ccc(F)cc1)C(=O)OCC(=O)NC(=O)c1cccn1C	1	11	-9	1	6	3.8	95	19	3
62	COC(=O)c1c(NC(=O)Cc2ccccc2)sc(C)c1C	-4	6	11	-4	3	-2.4	102	7	6
63	N#Cc1ccc(-c2nc3ccccc3c(=O)n2O)cc1	-13	-1	21	7	6	0.1	99	.	2
64	N=C1C(c2ccccc2)=C(O)CN1c1cccc2ccccc12	5	14	-2	5	2	0.5	104	-18	4
65	O=C(O)c1ccc(NS(=O)(=O)c2ccc3c(c2)OCCCO3)cc1	-4	-8	-12	15	5	-0.3	107	-16	0
66	CCN(CC)CCn1nc(C)nc1-c1ccccc1O	1	6	0	3	7	3.5	112	-14	3
67	CC(C)(C)c1ccc(OCCC(=O)NC2=NCCS2)cc1	0	-1	-6	-8	-3	1.5	111	-34	4
68	CC(C)N1C2OC(C3OC4C(O3)N(C(C)C)S(=O)(=O)N4C(C)C)OC2N(C(C)C)S1(=O)=O (stereo unspecified)	-7	4	1	4	0	0.7	100	21	3
69	CCOC(=O)c1c(NC(=O)C2=C(C)NC(=S)NC2c2ccc(CC)cc2)sc(C)c1C (stereo unspecified)	.	.	.	2	7	.	89	5	.
70	COc1ccc(C(=O)Nc2c(N)nc(SCC(=O)NCC3CCCO3)[nH]c2=O)cc1OC (stereo unspecified)	-1	-3	0	3	2	-1.1	105	33	3
71	Cc1cccc(C(=O)Nc2ccc(C(=O)Nc3ccc(O)cc3)cc2)c1	0	-8	4	9	10	0.9	102	62*	-11
72	CC(=O)c1nnn(-c2ccc([N+](=O)[O-])cc2)c1C	-4	-5	5	5	10	-1.2	102	-8	-3
